NALP3 yeast inh: inhibitors of NALP3 inflammasome in yeast; Yeast reconstituted NLRP3/ASC/caspase-1, beta-gal luminescence, 24 h; inhibition, % at 10 µM; 0.39% of 330,000 active; AID 2825;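 active = inhibition of 50% or more; inactive = inhibition below 50%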;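 also: plate controls were induced DMSO wells for no effect and uninduced yeast grown without galactose for full effect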
A3A deaminase: blocks human APOBEC3A ssDNA deamination. P31941. recombinant A3A, FAM/TAMRA ssDNA deamination fluorescence. inhibition, % at 20 µM. 0.41% of 330,000 active;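 active = at least 40% inhibition at 20 µM here, with at most 30% in a related deaminase screen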;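 also: plate controls were A3A with DMSO for no effect and wells lacking A3A enzyme for full effect; some results filed as inactive read as strong as hits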
Target sequence (P31941 whole entry, looked up): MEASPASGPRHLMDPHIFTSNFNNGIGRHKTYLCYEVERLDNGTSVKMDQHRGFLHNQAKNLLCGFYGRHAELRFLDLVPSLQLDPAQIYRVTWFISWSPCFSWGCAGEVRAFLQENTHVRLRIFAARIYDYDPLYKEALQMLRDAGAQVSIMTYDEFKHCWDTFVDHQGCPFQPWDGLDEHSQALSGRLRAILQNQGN
TIM10 inh: TIM10 yeast growth inhibition | S. cerevisiae TIM10 strain growth, BacTiter-Glo luminescence, 24 h | inhibition, % at 10 µM | 1.4% of 330,000 active | AID 463195;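 active = inhibition of 40% or more at the single tested concentration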;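 also: wild-type TIM10 isogenic control strain grown at permissive 25 °C; 0% = DMSO yeast wells and 100% = minimal medium wells without yeast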
hIAP block: blocks human intestinal alkaline phosphatase; purified IAP, CDP-Star luminescence, 30 min; 0.12% of 330,000 active; inhibition, % at 10 µM; AID 2544; P09923;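 active = inhibition reaching a set limit with compound at 10 µM in the primary screen, cut at about 35% in these data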;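 also: plate controls were DMSO wells with enzyme for no effect and no-enzyme buffer wells for full effect; values of inactives mirror those of a sister screen read the other way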
tim10-1 inh: growth inhibitors of tim10-1 mutant yeast | AID 463190 | 2.2% of 330,000 active | S. cerevisiae tim10-1 ts strain growth, BacTiter-Glo, 24 h | inhibition, % at 20 µM;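 active = inhibition of at least 40%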;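 also: mutant grown at 25 °C; 0% = DMSO wells with yeast and 100% = wells holding no yeast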
MIN6 prolif: inducers of beta-cell replication in MIN6 cells. MIN6 cells proliferation, ATPlite luminescence, 48 h; cells starved in 0.2% serum; 100% = growth in 10% serum. proliferation, % at 10 µM. 0.29% of 330,000 active. AID 2380;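 active = compounds whose signal lies at least 3.5 SD above the mean of all wells on their plate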;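 also: 0% = DMSO-treated cells in low-serum medium and 100% = 10% serum control; some compounds called inactive have numbers as strong as hits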
mIAP block: blocks mouse intestinal alkaline phosphatase; purified mouse IAP, CDP-Star luminescence, 30 min; inhibition, % at 10 µM; 0.2% of 330,000 active; AID 2806;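 active = inhibition of at least 40% at 10 µM in the primary screen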;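 also: plate controls were DMSO with enzyme for no effect and no enzyme wells for full effect; values of inactives mirror those of a sister screen read the other way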
mIAP activ: mouse IAP activation. muIAP, CDP-Star luminescence, 30 min; active compounds read high; 1 = vehicle-only enzyme signal, 0 = enzyme-free wells. activation factor at 10 µM. 0.24% of 330,000 active. AID 2805;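 active = activation factor of at least 2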; also: the source names both 10 and 20 µM as test concentration; values of inactives mirror those of a sister screen read the other way
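Assay system: mouse IAP enzyme; Reagent: CDP-Star chemiluminescent phosphatase substrate; Compound: DMSO-dissolved test compounds; Incubation: 30 min, room temperature; Technique: luminescence from enzymatic CDP-Star hydrolysis; Controls: DMSO-only wells and no-enzyme negative control.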
APOBEC3G inh: blocks human APOBEC3G single-stranded DNA deamination; 0.28% of 330,000 active; recombinant A3G, ssDNA deamination FAM/TAMRA fluorescence; inhibition, % at 20 µM; Q9HC16;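 active = inhibition of at least 40% at 20 µM, with no more than 30% in the related APOBEC3A deaminase screen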;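 also: plate controls were DMSO wells with A3G for no effect and wells lacking A3G enzyme for full effect; some compounds called inactive have numbers as strong as hits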
Target sequence (Q9HC16 whole entry, looked up): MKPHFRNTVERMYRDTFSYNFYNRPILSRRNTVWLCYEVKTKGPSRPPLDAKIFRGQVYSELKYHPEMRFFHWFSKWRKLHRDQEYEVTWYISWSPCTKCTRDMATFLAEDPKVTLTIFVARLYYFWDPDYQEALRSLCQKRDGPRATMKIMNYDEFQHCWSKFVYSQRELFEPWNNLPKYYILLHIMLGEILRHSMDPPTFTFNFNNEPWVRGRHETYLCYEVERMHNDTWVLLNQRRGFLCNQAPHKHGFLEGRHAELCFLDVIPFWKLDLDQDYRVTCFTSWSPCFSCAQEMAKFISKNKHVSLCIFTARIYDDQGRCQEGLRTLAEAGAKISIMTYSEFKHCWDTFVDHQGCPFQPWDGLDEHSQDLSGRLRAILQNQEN
Starred values were filed as active, the others as inactive; x = no result given. Hits appear at their usual frequency. About 4.6% of those tested had a hit in this group.

canonical_smiles	NALP3 yeast inh	A3A deaminase	TIM10 inh	hIAP block	tim10-1 inh	MIN6 prolif	mIAP block	mIAP activ	APOBEC3G inh
O=C(Nc1cc(C(F)(F)F)ccc1N1CCCC1)C1CCCO1 (stereo not given)	3	-3	-5	13	-3	-4	-1	1	-8
O=C(O)CC(=O)Nc1cc(Cl)ccc1O	6	1	3	16	-10	-1	2	0.98	-3
Cc1oc2cc(O)ccc2c(=O)c1-c1ccccc1	14	-3	14	-3	21	0	3	0.97	-11
CCCC1OC2CC3C4CCC5=CC(=O)C=CC5(C)C4C(O)CC3(C)C2(C(=O)O)O1 (stereo not given)	10	-4	-8	5	-5	-2	10	0.9	-4
O=S(=O)(N(Cc1ccccc1)[C@@H](CO)Cc1ccccc1)N(Cc1ccccc1)[C@@H](CO)Cc1ccccc1	12	-4	3	15	14	-2	7	0.93	-6
C[N+]1(CCCCSc2ccc(O)cc2)CCCCC1	1	31	-2	1	4	0	-10	1.1	15
O=[N+]([O-])c1ccc(N2CCN(C(=S)NCc3ccc(Cl)cc3)CC2)cc1	30	2	-73	33	-83	-7	5	0.95	1
O=C(CSc1cnc2ccccc2n1)NC1CCCC1	21	-3	-4	-11	0	-3	4	0.96	-7
Cc1ccc(OC/C(=N\O)C(C)(C)C)c([N+](=O)[O-])c1	22	2	-7	13	18	-1	2	0.98	0
O=C(c1cc2cc(Br)ccc2o1)N1CCCCC1	34	-3	-21	-10	19	-1	-4	1	-7
Cc1cccc(C)c1NC(=O)CSc1nnc(-c2ccco2)n1N	-7	0	-9	1	14	4	0	1	-5
CCc1ccccc1NC(=S)N(CCOC)C(C)c1ccco1 (stereo not given)	-4	1	-5	2	20	1	14	0.86	-1
Cc1ccc(S(=O)(=O)NN2C(=O)c3ccccc3NC2c2ccccc2)cc1 (stereo not given)	8	0	23	-3	11	-1	8	0.92	-6
Cc1ccc([N+](=O)[O-])cc1N=Nc1c(C)[nH]n(C(N)=S)c1=O	24	-3	43*	-20	30	-2	10	0.9	-3
COC(=O)[C@@]1(C)CC[C@]2(C)CC[C@@]3(C)C(=CC(=O)C4[C@@]5(C)CC[C@H](O)C(C)(C)[C@@H]5CC[C@]43C)[C@H]2C1 (stereo not given in full)	27	-3	-12	2	-2	-5	-19	1.2	-9
CCN(CC)C(=O)Cn1cc(S(=O)(=O)CC(=O)NCc2ccccc2)c2ccccc21	19	0	0	0	-5	-1	-8	1.1	5
CCCS(=O)(=O)c1nc(S(=O)(=O)c2ccc(C)cc2)c(NCCCN2CCCC2=O)s1	-8	-4	14	-11	21	-4	2	0.98	0
Cc1ccsc1C1C2=C(CC(C)(C)CC2=O)Nc2ncnn21 (stereo not given)	5	1	-9	-6	10	-1	6	0.94	-3
Cc1cccc(C)c1Nc1nnc(SCC(=O)NC2CCS(=O)(=O)C2)s1 (stereo not given)	6	0	2	7	-1	-2	-1	1	-2
CC(C)CC1NC(=O)N(CC(=O)Nc2ccc3c(c2)CCC3)C1=O (stereo not given)	10	-1	7	-3	6	-4	-16	1.2	1

Full records from above. Screens in order: NALP3 yeast inh | A3A deaminase | TIM10 inh | hIAP block | tim10-1 inh | MIN6 prolif | mIAP block | mIAP activ | APOBEC3G inh
Shown for C[N+]1(CCCCSc2ccc(O)cc2)CCCCC1 → 1 | 31 | -2 | 1 | 4 | 0 | -10 | 1.1 | 15
Shown for CCN(CC)C(=O)Cn1cc(S(=O)(=O)CC(=O)NCc2ccccc2)c2ccccc21 → 19 | 0 | 0 | 0 | -5 | -1 | -8 | 1.1 | 5

Next section.
canonical_smiles	NALP3 yeast inh	A3A deaminase	TIM10 inh	hIAP block	tim10-1 inh	MIN6 prolif	mIAP block	mIAP activ	APOBEC3G inh
NC(=O)CC(NC(=O)c1ccccc1)c1ccc(NCc2ccccc2)c([N+](=O)[O-])c1 (stereo not given)	10	7	18	19	12	-2	15	0.85	2
Cc1ccc(-c2nnc(N3CC(C)OC(C)C3)c3ccccc23)cc1 (stereo not given)	11	-2	-6	-2	21	-4	6	0.94	0
O=C(CNC(=O)c1cccnc1)N=Nc1c(O)[nH]c2c(Br)cc(Br)cc12	18	-5	-15	-31	10	2	14	0.86	-4
O=C(CCS(=O)(=O)c1ccc(Br)s1)NC1CCCC1	9	0	-2	6	7	-2	5	0.95	0
Cc1nc(C(=O)NC2CCCCC2)sc1C1(C)CC(c2cccc([N+](=O)[O-])c2)=NO1 (stereo not given)	25	1	-28	20	-14	-5	7	0.93	-5
Cc1cc(C(=O)N(C2CCCCC2)C2CCCCC2)no1	-15	6	10	-20	38	-1	2	0.98	2
O=C(NCc1ccco1)C1CCC(N2C(=O)C3C4CCC(C4)C3C2=O)CC1 (stereo not given)	-2	0	-7	-20	5	1	-12	1.1	-9
CCCCn1c(-c2ccccc2)cnc1SCC(=O)NCCc1ccc(OC)c(OC)c1	6	0	-3	-8	14	-1	-6	1.1	-2
CCOc1ccc(S(=O)(=O)Nc2ccc(S(=O)(=O)N3CCCC3)cc2)cc1	1	-2	6	24	5	1	4	0.96	-3
CCN1C(=C(C#N)C#N)C=Cc2ccccc21	13	1	7	9	6	0	-5	1	-4
CCc1ccc(CCC(=O)Nc2ccc(Cl)cc2)o1	29	2	8	-8	11	-1	-9	1.1	-1
CCc1nc(N(CC)CC)c2oc3ccccc3c2n1	20	-3	21	5	24	-4	12	0.88	-7
Cc1nc2ccc(NC(=O)Cc3c(F)cccc3Cl)cc2s1	20	3	3	-1	-3	-1	-21	1.2	4
COc1ccc2c(c1)OC(=O)CC2c1cc(OC)c(OC)c(OC)c1 (stereo not given)	x	4	-5	x	15	x	-2	1	3
O=C(CSc1ccc2nnc(-c3ccc(F)cc3)n2n1)NCC1CCCO1 (stereo not given)	-7	-2	7	-16	8	0	-2	1	-7
COc1ccc(Nc2nc(N)nc(CSc3nccn3C)n2)cc1	12	0	0	-34	10	0	-8	1.1	-1
CCOC(=O)c1ccc(NC(=S)NN)cc1	-3	-10	18	-26	39	-3	7	0.93	-7
O=C(Nc1ccc(Cl)cc1)Nc1ccccc1CC[N+](=O)[O-]	12	-2	25	10	19	-1	7	0.93	-5
O=C(Nc1ccccc1)C1=C[C@@H](C2CCCCC2)C[C@@H](OCc2ccc(CO)cc2)O1	25	-1	-7	2	16	-8	1	0.99	-7
COc1cccc(-c2nc(COc3ccc(Cl)cc3Cl)no2)c1	7	5	0	17	-7	2	4	0.96	13

Next part:
canonical_smiles	NALP3 yeast inh	A3A deaminase	TIM10 inh	hIAP block	tim10-1 inh	MIN6 prolif	mIAP block	mIAP activ	APOBEC3G inh
Cn1nnnc1SCCNCc1ccc(Cl)cc1	17	5	-5	5	10	4	-4	1	-1
CC(C)OC(=O)c1cccc(C(=O)O)n1	0	-1	7	4	7	0	0	1	-4
Cc1coc2c1c(C)cc1oc(=O)c(CC(=O)N[C@@H](C)C(=O)O)c(C)c12	11	0	-18	-3	15	0	-9	1.1	3
CN(C)CCC#CC1(O)c2ccccc2-c2ccccc21	11	0	-3	-22	-18	-4	-9	1.1	0
COc1ccc(-n2c(SCC(N)=O)nnc2-c2ccc(NS(=O)(=O)c3ccc(C)cc3)cc2)cc1	20	-2	17	12	11	5	8	0.92	-9
CC(C)N(C)C1CCN(S(=O)(=O)c2ccc(-c3ccc(=O)[nH]n3)s2)CC1	14	3	8	-2	-7	1	1	0.99	9
CCCc1nnc(NC(=O)CCN2C(=O)c3ccccc3C2=O)s1	0	-2	2	0	17	1	-5	1	-4
CCOc1cc(/C=C2\SC(=Nc3ccc(CC)cc3)NC2=O)ccc1OCC(=O)O	5	-5	-7	-9	13	-3	-2	1	-9
Cc1cc(NC(=O)c2ccc3c(c2)OCO3)no1	-11	1	7	5	-5	-1	2	0.98	0
COc1cc2c(-c3ccccc3O)nc3c(c(C)nn3-c3ccccc3)c2cc1OC	-1	1	-28	-3	26	0	3	0.97	0
CCC1(C)Cc2c(sc(NC(=S)NC(=O)c3ccccc3)c2C#N)CO1 (stereo not given)	7	-2	11	-1	13	-6	19	0.81	-5
CC1(C)CC2c3cccc(C(=O)O)c3C(=O)N2c2c1ccc1ccccc21 (stereo not given)	21	-2	8	7	22	-1	8	0.92	-6
COCCn1c(SCC(=O)Nc2ccc3c(c2)OCCO3)nnc1C(C)C	17	0	-2	5	4	1	6	0.94	-8
CN(C)CCN(Cc1ccccc1)S(=O)(=O)c1ccc2c(c1)n(C)c(=O)c(=O)n2C	7	1	5	-8	0	-1	3	0.97	-6
O=C(NCc1ccc(OC(F)(F)F)cc1)C1CC2Cn3c(nc4ccccc43)C2N1Cc1ccccc1 (stereo not given)	5	-3	5	5	5	-5	4	0.96	-11
COc1cc2oc3cc(C#Cc4ccc(N)cc4)ccc3c(=O)c2cc1OC	9	1	0	1	-4	-1	9	0.91	4
Cc1ccc(N2CC(NS(=O)(=O)c3cccs3)CC2=O)cc1C (stereo not given)	24	0	6	4	16	0	3	0.97	3
CC12CC(NC(=O)N1c1cccc(C(=O)N3CCN(c4ccccc4F)CC3)c1)c1ccccc1O2 (stereo not given)	13	-1	15	11	4	-1	-2	1	-3
Cc1c(CCC(=O)O)c(=O)oc2cc(OCc3cccc(Cl)c3)ccc12	7	-3	5	26	6	-6	5	0.95	-9
O=C(CSc1nnc(CNC(=O)c2cccs2)o1)Nc1ccc(F)cc1F	10	-1	-2	3	-12	3	10	0.9	-1

Continued.
canonical_smiles	NALP3 yeast inh	A3A deaminase	TIM10 inh	hIAP block	tim10-1 inh	MIN6 prolif	mIAP block	mIAP activ	APOBEC3G inh
O=C(NCc1cccnc1)c1cc2nc(-c3ccc4c(c3)OCO4)cc(C(F)(F)F)n2n1	7	-3	-5	-32	-3	1	-8	1.1	-6
COc1cc(/C=N\NC(=O)c2ccc(-c3ccccc3)cc2)ccc1OCC(N)=O	3	0	0	2	-10	1	4	0.96	-3
CNC(C)C#Cc1ccc2oc3cccc(OC)c3c(=O)c2c1 (stereo not given)	-95	-5	18	12	39	-6	5	0.95	-7
CN1C(=O)CC(N2CCN(CC(=O)N3CCCC3)CC2)C1=O (stereo not given)	4	-12	-14	1	0	-3	-2	1	-3
O=C(N1CCC(n2nc(-c3ccccc3)oc2=O)CC1)C1(c2ccc(Cl)cc2)CC1	22	-2	26	-28	53*	-3	3	0.97	-6
Cc1cc(C)c(/C=N/NC(=O)c2nnn(-c3nonc3N)c2COc2ccc(F)cc2)c(C)c1	-8	-2	-15	-22	-14	-3	4	0.95	-7
Cc1cc(/C=N/NC(=O)c2ccsc2)c(C)n1-c1cnccn1	-8	-4	-3	6	4	2	6	0.94	-3
O=C(Nc1nnc(-c2ccccc2Cl)o1)c1ccc(S(=O)(=O)N2CCCCCC2)cc1	4	-4	25	-31	17	-3	4	0.96	-4
CN1C(=O)C(CCC(=O)O)NC1=S (stereo not given)	-12	-7	-3	-3	-4	-1	-8	1.1	-6
N#CC1=C(N)C2=CCCC[C@H]2[C@H](c2cccc(F)c2)C1(C#N)C#N	10	-2	6	-4	3	-3	4	0.95	-7
Cc1cc(C)cc(C(=O)OCC(=O)N2CCCCCC2)c1	24	-3	-6	18	-9	1	8	0.92	-5
O=C(NCC1CCCO1)c1cccc(S(=O)(=O)Nc2ccc(SC(F)F)cc2)c1 (stereo not given)	4	-3	1	-8	-6	0	0	1	-5
COc1ccccc1NC(=S)N1CCC(C(=O)c2ccc(F)cc2)CC1	1	-3	-1	19	-2	0	8	0.92	-12
